PAFAH2 inh: inhibitors of human PAFAH2; Q99487; recombinant PAFAH2, FP-rhodamine activity probe, fluorescence polarization; inhibition, % at 3.39 µM; actives 0.99% (n = 340,000); AID 492956;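 active means inhibition above the mean over all tested compounds plus 3 SD, cut at about 30% in these data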;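 further: inhibitors block probe labeling of enzyme so polarization drops; 0% = enzyme with DMSO and 100% = wells lacking PAFAH2 protein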
procasp3 activ: activators of human procaspase-3. recombinant procaspase-3 D3A, Ac-DEVD-pNA absorbance 405 nm. actives 0.11% (n = 330,000). activation, % at 8.5 µM. P42574;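 active means activation above the mean of all tested compounds plus 3 SD, cut at about 21% in these data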;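 further: 0% = DMSO alone and 100% = DMSO wells spiked with extra 5 µM PC-3 D3A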
Target sequence (P42574 whole entry D9A/D28A/D175A): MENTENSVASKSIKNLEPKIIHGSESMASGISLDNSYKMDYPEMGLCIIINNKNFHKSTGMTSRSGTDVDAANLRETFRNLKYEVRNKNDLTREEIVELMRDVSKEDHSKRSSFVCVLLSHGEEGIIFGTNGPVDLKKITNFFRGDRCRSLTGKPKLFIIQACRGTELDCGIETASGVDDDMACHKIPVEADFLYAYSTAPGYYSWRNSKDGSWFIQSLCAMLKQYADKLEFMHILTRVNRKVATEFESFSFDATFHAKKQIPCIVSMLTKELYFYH
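material = Procaspase-3 D3A mutant | probe or stimulus = Ac-DEVD-pNA | compound = single dose, 8.5 µM nominal compound, 0.8% DMSO | timing = 1 h preincubation, 2 h reaction | measured by = 405 nm absorbance of p-nitroaniline, reads at 0 and 120 min | benchmarks = DMSO-only low control, 5 µM PC-3 D3A high control | repeats = singlicate, each compound tested once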
TPT1 inhibitor: blocks Candida albicans tRNA 2'-phosphotransferase; inhibition, % at 5 µM; recombinant caTPT1, FP RNA substrate dephosphorylation; actives 0.81% (n = 300,000);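 active means inhibition above the mean of all tested compounds plus 3 SD, set per screening campaign, cut at about 24% in these data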;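 further: plate controls were DMSO alone for no effect and ferristatin control at 100 nM for full effect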
procasp7 counter: activates human procaspase-7, counter-screen for procaspase-3 activators. recombinant procaspase-7, Ac-DEVD-pNA absorbance 405 nm; D23A/D198A/D206A triple mutant, cannot self-cleave; scale: DMSO 0, 5 µM enzyme 100. activation, % at 8.5 µM. actives 0.093% (n = 330,000). AID 463210;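 active means percent activation above the screen-wide mean plus 3 SD, cut at about 25% in these data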
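Assay system: Uncleavable procaspase-7 mutant enzyme | Input: 2 µM procaspase-7 mutant as dispensed | Timing: 1 h compound preincubation, 2 h substrate cleavage, 25 °C | Repeats: One well per compound | Control set: DMSO wells as 0%, DMSO with 5 µM added PC-7 as 100% | Technique: Epi-absorbance of released pNA at 405 nm, two timepoints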
CTSL1 counter: blocks F. hepatica cathepsin L1 in PFM18AAP counter-screen; recombinant F. hepatica cathepsin L1, Z-Leu-Arg-MCA fluorescence; inhibition, % at 5.96 µM; actives 0.49% (n = 300,000);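 active means inhibition above the mean of all tested compounds plus 3 SD, set per screening campaign, cut at about 17% in these data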;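 further: 0% = plate median of test compound wells and 100% = 1 µM Z-Phe-Ala-diazomethylketone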
PP1 counter: blocks human PP1-alpha phosphatase, a PP5 counter-screen; actives 0.9% (n = 320,000); inhibition, % at 6.7 µM; purified PP1alpha, OMFP fluorescence; P62136;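 active means inhibition above the mean inhibition of all tested compounds plus 3 SD, computed separately for each screening campaign, cut at about 15% in these data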
HCV core dimer: blocks dimerization of HCV core protein; inhibition, % at 5 µM; TR-FRET GST/Flag-core106 dimerization, 1536-well; actives 0.33% (n = 300,000);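 active means inhibition above the mean of all tested compounds plus 3 SD, set per screening campaign, cut at about 45% in these data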
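Test system: GST/Flag-tagged HCV core106 proteins; Medium: KF-containing HEPES buffer, pH 7.45, DTT, CHAPS, BSA; Times: compound-protein-antibody incubation 4 h at 22.5 °C; Detection: TR-FRET 671 and 617 nm emission; Benchmarks: wells lacking GST-core106 and wells with excess unlabelled core106.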
AHR activator: activates the human aryl hydrocarbon receptor. AHR-responsive luciferase reporter cells, luminescence. AID 2796. actives 2.5% (n = 320,000). P35869. activation, % at 5 µM; in the data active means activation above about 47%;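 further: 0% = vehicle wells and 100% = reference agonist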
PP5 inh: PP5 (human) phosphatase inhibition. P53041. purified PP5c, OMFP substrate fluorescence. inhibition, % at 6.7 µM. actives 0.18% (n = 320,000). AID 1987;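 active means inhibition above the campaign's mean inhibition across all tested compounds plus 3 SD, cut at about 9.5% in these data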;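 further: 0% = DMSO only and 100% = 100 µM cantharidin control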
Target sequence (P53041 whole entry, looked up): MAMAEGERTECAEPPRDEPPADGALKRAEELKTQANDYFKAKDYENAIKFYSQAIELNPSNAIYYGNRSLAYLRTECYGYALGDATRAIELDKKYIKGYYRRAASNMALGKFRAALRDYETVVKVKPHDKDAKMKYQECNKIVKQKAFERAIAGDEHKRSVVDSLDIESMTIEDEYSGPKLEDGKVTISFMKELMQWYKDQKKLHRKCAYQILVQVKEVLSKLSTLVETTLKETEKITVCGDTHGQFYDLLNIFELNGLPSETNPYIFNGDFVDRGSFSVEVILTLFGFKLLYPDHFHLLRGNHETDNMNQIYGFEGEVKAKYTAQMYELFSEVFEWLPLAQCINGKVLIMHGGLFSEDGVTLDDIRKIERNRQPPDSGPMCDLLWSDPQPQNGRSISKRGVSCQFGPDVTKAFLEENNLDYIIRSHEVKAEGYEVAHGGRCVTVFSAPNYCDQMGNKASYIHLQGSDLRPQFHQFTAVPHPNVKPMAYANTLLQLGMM
An asterisk follows results filed as active; . = not tested or not shown; & = joins results of further samples.

[1] CCOc1ccc(CCNC(=O)COC(=O)c2cc(OC)c(OC)c(OC)c2)cc1OCC
[2] COc1cc(/C=C2\SC(=S)N(CCC(=O)N3CCCCC3)C2=O)cc(OC)c1OC
[3] CCN(c1ccc(NC(=O)COC(=O)/C=C/c2cccs2)cc1)C(C)C
[4] COc1cccc(CC(=O)N2CCCC(CO)(Cc3ccc(F)cc3F)C2)c1 (stereo not drawn)
[5] COC(=O)c1cc(S(=O)(=O)Nc2cccc(S(N)(=O)=O)c2)oc1C
[6] CCC[N+](C)(C)C(C)C(OC(C)=O)c1ccccc1 (stereo not drawn)
[7] CN(C)c1ccc(S(=O)(=O)NCC(=O)NCCOc2ccccc2F)cc1[N+](=O)[O-]
[8] Cc1ccc(S(=O)(=O)N2CCC(C(=O)OCC(=O)N(Cc3ccccc3)C(C)(C)C)CC2)cc1C
assay / compound	1	2	3	4	5	6	7	8
PP5 inh	0.9	-0.5	3.2	1.9	0.4	0.7	2.3	1.9
PP1 counter	-2	-2	-3	-10	-3	10	1	2
CTSL1 counter	7	2	-2	-3	-8	-1	-6	4
procasp7 counter	4	-6	5	2	3	-23	0	-1
AHR activator	0	0	1	1	2	0	-4	-1
procasp3 activ	-1	-6	-1	-2	4	-16	3	2
PAFAH2 inh	.	3	42*	5	1	-3	6	-4
HCV core dimer	-4	13	-6	-10	-2	-3	-6	10
TPT1 inhibitor	-2	-5	-4	1	1	-2	0	2

[9] O=C(O)/C=C/c1ccc(S(=O)(=O)N2CCN(CCN3C(=O)C4C5C=CC(C5)C4C3=O)CC2)cc1 (stereo not drawn)
[10] CC1(C)CCCN(C(=O)N2c3ccccc3Sc3ccccc32)C1
[11] Cc1cc(C)n(CCNC(=O)CC2C(=O)NCCN2Cc2ccccc2C(F)(F)F)n1 (stereo not drawn)
[12] CC(C)(C)c1ccc(C(=O)NCc2ccco2)cc1
[13] CC(C)c1ccc(NC(=O)C2C3C=CC(CC3)C2C(=O)O)cc1 (stereo not drawn)
[14] O=C(c1ccc(C(F)(F)F)cc1)C1CCCN(C(=O)c2csnn2)C1 (stereo not drawn)
[15] CC(=O)c1ccc(N2CCN(C(=O)c3ccc(Cl)c(NC4=NC5CS(=O)(=O)CC5S4)c3)CC2)cc1 (stereo not drawn)
[16] O=C(Nc1cccc(Cl)c1)N1CCc2ccccc2C1
assay / compound	9	10	11	12	13	14	15	16
PP5 inh	0.0	2.6	2.2	1.5	3.5	-0.2	1.7	1.6
PP1 counter	-5	-6	-1	-4	-1	11	0	4
CTSL1 counter	-1	1	0	-4	4	-2	4	2
procasp7 counter	10	6	0	2	-2	11	5	7
AHR activator	1	-1	0	9	-1	7	1	114*
procasp3 activ	1	9	-4	-9	-4	-7	0	5
PAFAH2 inh	-9	5	-4	.	2	-1	1	-4
HCV core dimer	-5	5	1	-1	1	-12	4	9
TPT1 inhibitor	0	-3	-12	4	-4	0	0	-1

An excerpt of these results, as a markdown table.
| no. | SMILES | PP5 inh | PP1 counter | CTSL1 counter | procasp7 counter | AHR activator | procasp3 activ | PAFAH2 inh | HCV core dimer | TPT1 inhibitor |
| --- | --- | --- | --- | --- | --- | --- | --- | --- | --- | --- |
| 10 | CC1(C)CCCN(C(=O)N2c3ccccc3Sc3ccccc32)C1 | 2.6 | -6 | 1 | 6 | -1 | 9 | 5 | 5 | -3 |
| 15 | CC(=O)c1ccc(N2CCN(C(=O)c3ccc(Cl)c(NC4=NC5CS(=O)(=O)CC5S4)c3)CC2)cc1 (stereo not drawn) | 1.7 | 0 | 4 | 5 | 1 | 0 | 1 | 4 | 0 |
| 14 | O=C(c1ccc(C(F)(F)F)cc1)C1CCCN(C(=O)c2csnn2)C1 (stereo not drawn) | -0.2 | 11 | -2 | 11 | 7 | -7 | -1 | -12 | 0 |
| 9 | O=C(O)/C=C/c1ccc(S(=O)(=O)N2CCN(CCN3C(=O)C4C5C=CC(C5)C4C3=O)CC2)cc1 (stereo not drawn) | 0.0 | -5 | -1 | 10 | 1 | 1 | -9 | -5 | 0 |

(listing goes on)
[17] C=CCNC(=O)c1sccc1Oc1ccc(F)cc1[N+](=O)[O-]
[18] CC(=O)Nc1ccc(S(=O)(=O)NC(C)c2ccncc2)cc1 (stereo not drawn)
[19] O=C(/C=C/c1ccc([N+](=O)[O-])cc1)OCC(=O)N1c2ccccc2Sc2ccccc21
[20] Cn1c([N+](=O)[O-])cnc1COC(N)=O
[21] Cc1nc(-c2ccccn2)sc1C(=O)O
[22] O=c1oc2ccccc2c(Nc2ccc3ccccc3c2)c1[N+](=O)[O-]
[23] Cn1c(CC(=O)NNC(=O)c2ccccc2F)nc2ccccc21
[24] CC(C)c1ccc(N(CC(=O)NCc2ccco2)C(=O)CCC(=O)Nc2nccs2)cc1
assay / compound	17	18	19	20	21	22	23	24
PP5 inh	3.3	-0.3	0.7	-0.1	-2.0	2.4	0.1	5.0
PP1 counter	-4	-2	0	1	-1	2	-6	3
CTSL1 counter	10	.	-7	1	0	-1	.	2
procasp7 counter	-4	-3	5	4	-9	-6	-1	-2
AHR activator	-3	1	-1	-1	5	65*	1	3
procasp3 activ	-3	1	6	2	6	-11	0	-4
PAFAH2 inh	6	0	12	6	-1	34*	-3	-15
HCV core dimer	4	.	32	8	1	-3	.	6
TPT1 inhibitor	-3	.	-3	2	3	-2	.	1

[25] CNC(=O)N(O)C1N(/N=C/c2cccs2)C(=S)SC1(C)C (stereo not drawn)
[26] COc1ccc(N2C=C3C(=O)C(C)(OC(=O)CCc4ccccc4)C(=O)C=C3C=C2c2ccc(C#N)cc2)cc1 (stereo not drawn)
[27] C=CCN(C(=O)c1cccc(N2C(=O)C3CC=CC(C)C3C2=O)c1)c1ccccc1 (stereo not drawn)
[28] COc1ccc(C(=O)NCC(=O)OCC(=O)c2ccc(Cl)cc2)cc1OC
[29] CC1CC(C)CN(C(=O)Cn2nnc(-c3ccc(Br)cc3)n2)C1 (stereo not drawn)
[30] CC1(C)NC(=O)N(CCCCOc2ccc(Br)cc2Cl)C1=O
[31] COc1ccccc1OCC(O)CN1CCN(CC(=O)Nc2c(C)cccc2C)CC1 (stereo not drawn)
[32] O=S(=O)(Nc1ccccn1)c1cccc(S(=O)(=O)c2ccc(Br)cc2)c1
assay / compound	25	26	27	28	29	30	31	32
PP5 inh	-3.6	-0.4	-1.3	-1.3	2.7	0.8	-2.1&-1.9	0.2
PP1 counter	2	8	2	-1	3	2	2&1	-4
CTSL1 counter	4	2	-6	-22	1	4	-1&-2	4
procasp7 counter	8	-7	4	-7	6	9	3&3	-8
AHR activator	-2	3	0	1	-2	6	0&-2	5
procasp3 activ	-1	-3	1	4	2	2	2&0	-9
PAFAH2 inh	4	6	1	6	-4	-5	-2&0	-3
HCV core dimer	0	38	11	-1	-9	-5	10&-6	-2
TPT1 inhibitor	2	2	1	1	-4	-3	-1&-1	2

[33] O=C(NN=C1CCCCC1)c1ccccc1OCc1ccc(F)cc1
[34] CCc1ccc(S(=O)(=O)N/N=C(/C)c2ccncc2)cc1
[35] CCOCCCNC(=O)C(NC(=O)c1cnccn1)c1ccc(OC)cc1 (stereo not drawn)
[36] O=C(O)c1ccc(N/N=C/C2=Cc3ccccc3OC2)cc1
[37] Cc1ccc(NC(=S)N(CCCN2CCCC2)Cc2cccn2Cc2ccc(Cl)cc2)cc1C
[38] COc1cc(C(=O)COC(=O)c2cccs2)cc(OC)c1OC
[39] CCOc1ccccc1NC(=O)C1CCN(C(=O)NCc2ccccc2)CC1
[40] Cn1nccc1-c1cc(Cl)cc(Cl)c1O
assay / compound	33	34	35	36	37	38	39	40
PP5 inh	1.5	1.7	-0.4	5.0	4.4	.	5.0	3.1
PP1 counter	-1	-3	-11	4	-6	.	-1	-4
CTSL1 counter	0	-2	2	3	2	.	0	-2
procasp7 counter	2	-5	-4	-33	5	-14	-2	1
AHR activator	18	0	4	122*	3	2	1	-3
procasp3 activ	-1	-8	8	-9	2	4	3	6
PAFAH2 inh	-9	5	-3	0	6	3	-3	.
HCV core dimer	2	1	-14	-18	-5	.	0	4
TPT1 inhibitor	-2	-1	0	1	3	.	-3	0

[41] COc1ccc(OC)c(S(=O)(=O)N2CCN(C(=O)c3cc(C4CC4)nn3-c3ccccc3)CC2)c1
[42] CC1(C)Cc2cccc(OCC(=O)O)c2O1
[43] COc1ccc(N2C(=O)CC(Cc3ccccc3)C2=O)cc1 (stereo not drawn)
[44] CCc1ccc(CNC(=O)C2CCN(S(=O)(=O)N3CCCC3)CC2)cc1
[45] COc1ccc(CNC(=O)C2CCN(S(=O)(=O)c3ccc4nc5c(c(C(=O)O)c4c3)CC(C)CC5)CC2)cc1 (stereo not drawn)
[46] O=C(Nc1c2c(nn1-c1ccc(F)cc1)CS(=O)C2)c1ccco1 (stereo not drawn)
[47] O=C(O)c1oc2ccc(Br)cc2c1-n1cccc1
[48] Cc1cc(NS(=O)(=O)c2ccc(Nc3nc(-c4ccc(O)cc4)cs3)cc2)no1
[49] O=c1c(/C=N/O)coc2ccc3ccccc3c12
assay / compound	41	42	43	44	45	46	47	48	49
PP5 inh	1.4	2.8	3.4	1.6	1.7	-1.3	-2.5	4.0	2.3
PP1 counter	2	0	1	0	2	-2	0	-1	4
CTSL1 counter	.	-6	0	-3	3	0	0	-6	0
procasp7 counter	1	-2	3	3	-1	3	0	1	-6
AHR activator	4	-1	-5	-1	1	1	3	60*	84*
procasp3 activ	2	7	2	2	2	-8	10	2	-16
PAFAH2 inh	-5	4	5	-3	9	12	-1	26	6
HCV core dimer	.	4	-5	1	7	-2	1	-17	-7
TPT1 inhibitor	.	2	-2	0	1	-3	0	1	-6
